Bioassay records (PubChem BioAssay)
Apaf1 inhib = inhibitors of human Apaf-1 apoptosome, primary screen, biochemical, DEVD-Rh110 fluorescence, uHTS; AID 489030, 2010; inhibition, % at 20 µM; hit rate 0.71% among 330,000; Apoptotic protease-activating factor 1 (Homo sapiens), O14727; reconstituted apoptosome caspase-3 activity; active = inhibition of at least 40% at 20 µM;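 note: plate controls were DMSO wells for no effect and DEVD-CHO caspase inhibitor wells for full effect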
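Material: reconstituted apoptosome with Apaf-1, cytochrome c, caspase-9, procaspase-3, dATP. Technique: Rh110 fluorescence intensity. Buffer or medium: pH 7.5 Hepes buffer with CHAPS, BSA, DTT. Times: 30 min plus 50 min, RT.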
HKDC1 inhibitor = HKDC1 hexokinase inhibitors, primary screen, biochemical, fluorescence, uHTS | AID 493160, 2011 | hit rate 0.16% among 340,000 | Q2TB90 | inhibition, % at 20 µM | recombinant HKDC1, G6PDH/diaphorase resazurin coupled fluorescence;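 active = inhibition above about 35% when tested at 20 µM, limit read from the data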;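 note: plate controls were DMSO wells with enzyme for no effect and DMSO wells lacking enzyme for full effect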
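Assay system: recombinant HKDC1 hexokinase; detection: coupled resazurin fluorescence, excitation 525 nm, emission 613 nm; benchmarks: DMSO-plus-enzyme-mix negative control, buffer-substituted positive control; compound dosing: single 20 µM dose; schedule: 90 min at room temperature in dark; also added: glucose plus 1 mM ATP as hexokinase substrates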
SENP8 block-1 = SENP8 protease inhibitors, primary screen, biochemical, luminescence; hit rate 1.2% among 330,000; Sentrin-specific protease 8 (Homo sapiens), Q96LD8; AID 2540, 2010; inhibition, % at 10 µM; purified SENP8, Z-RLRGG-aminoluciferin cleavage; in the data active = inhibition above about 50%
Target sequence (Q96LD8 whole entry, looked up): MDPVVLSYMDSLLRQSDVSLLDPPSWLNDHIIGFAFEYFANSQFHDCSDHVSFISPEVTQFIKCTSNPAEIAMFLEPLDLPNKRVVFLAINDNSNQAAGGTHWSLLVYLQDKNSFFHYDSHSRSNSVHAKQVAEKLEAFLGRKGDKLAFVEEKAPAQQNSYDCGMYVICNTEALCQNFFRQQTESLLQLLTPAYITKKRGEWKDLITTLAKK
SENP8 block-2 = human SENP8 protease inhibitors, primary screen, biochemical, fluorescence, Nedd8 protein substrate, uHTS; inhibition, % at 20 µM; Sentrin-specific protease 8 (Homo sapiens), Q96LD8; hit rate 0.64% among 360,000; recombinant SENP8; AID 602440, 2012; in the data active = inhibition mostly above about 40%, no sharp cut-off; inactive = mostly below about 27%
PfGluPho inh = PfG6PD enzyme inhibitors, primary screen, biochemical, fluorescence intensity, uHTS; glucose-6-phosphate dehydrogenase-6-phosphogluconolactonase (Plasmodium falciparum 3D7); PfGluPho enzyme, NADPH resazurin-diaphorase fluorescence; inhibition, % at 20 µM; hit rate 0.78% among 350,000; AID 504690, 2011;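 active = inhibition reaching at least a set limit at 20 µM in the primary screen, cut at about 59% in these data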;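 note: 0% = DMSO wells with substrate and 100% = DMSO wells lacking glucose-6-phosphate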
SENP6 inh = SENP6 protease inhibitors, primary screen, biochemical, luminescence, uHTS; Sentrin-specific protease 6 (Homo sapiens), Q9GZR1; Recombinant SENP6 catalytic domain, aminoluciferin luminescence; inhibition, % at 10 µM; hit rate 1.8% among 330,000;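 active = inhibition above about 50% at the single tested dose, limit read from the data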;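 note: plate controls were DMSO wells with enzyme for no effect and DMSO wells lacking enzyme for full effect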
SENP1 FRET inh = human SENP1 catalytic domain inhibitors, primary screen, biochemical, FRET, uHTS | Sentrin-specific protease 1 (Homo sapiens), Q9P0U3 | recombinant SENP1 catalytic domain, CyPet-SUMO1-YPet FRET cleavage | AID 624204, 2012 | hit rate 0.21% among 360,000 | inhibition, % at 10 µM;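 active = inhibition at least 30% at 10 µM, raw YFP signal under a set limit, fluorescence ratio 0.5 to 1.5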;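 note: 0% = enzyme with DMSO and 100% = no enzyme wells; some results filed as inactive read as strong as hits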
Target sequence (Q9P0U3 419-644 limits assumed): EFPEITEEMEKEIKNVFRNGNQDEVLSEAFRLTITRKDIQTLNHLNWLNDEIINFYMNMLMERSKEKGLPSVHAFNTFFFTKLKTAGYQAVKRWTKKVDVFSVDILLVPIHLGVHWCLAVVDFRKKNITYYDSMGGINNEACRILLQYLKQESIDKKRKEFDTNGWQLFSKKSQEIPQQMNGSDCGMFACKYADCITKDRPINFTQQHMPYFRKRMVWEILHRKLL
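Assay system: hSENP1 catalytic domain, recombinant. Amount: SENP1 enzyme, 20 pM final. Schedule: 50 min reaction, RT, dark. Technique: FRET, CFP and YFP emission. Control set: no-enzyme wells low, DMSO-plus-enzyme wells high control.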
NLRP3 yeast inh = NALP3 inflammasome inhibitors in reconstituted yeast, primary screen, luminescence, uHTS | Yeast reconstituted NLRP3/ASC/caspase-1, beta-gal luminescence, 24 h | inhibition, % at 10 µM | hit rate 0.39% among 330,000;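 active = inhibition of 50% or more; inactive = inhibition below 50%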;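 note: plate controls were induced DMSO wells for no effect and uninduced yeast grown without galactose for full effect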
SENP7 block = SENP7 protease inhibitors, primary screen, biochemical, luminescence, uHTS | Sentrin-specific protease 7 (Homo sapiens), Q9BQF6 | recombinant SENP7, Z-RLRGG-aminoluciferin luminescence, 40 min | inhibition, % at 5 µM | hit rate 1.5% among 330,000 | AID 434973, 2010;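 active = inhibition above about 50% at the single test dose, limit read from the data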;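 note: plate controls were DMSO with enzyme for no effect and no enzyme buffer wells for full effect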
Target sequence (Q9BQF6 706-1050 limits assumed): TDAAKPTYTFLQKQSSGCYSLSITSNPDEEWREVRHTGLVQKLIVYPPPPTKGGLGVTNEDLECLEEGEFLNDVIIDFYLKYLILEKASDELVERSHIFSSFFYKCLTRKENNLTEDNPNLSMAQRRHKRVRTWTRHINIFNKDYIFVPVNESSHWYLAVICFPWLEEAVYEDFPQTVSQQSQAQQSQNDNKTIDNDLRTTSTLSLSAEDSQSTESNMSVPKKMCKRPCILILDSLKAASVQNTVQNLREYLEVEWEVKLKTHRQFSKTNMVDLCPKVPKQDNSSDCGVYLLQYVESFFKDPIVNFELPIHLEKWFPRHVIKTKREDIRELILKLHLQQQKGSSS
Numbers without * were called inactive; i = inactive; x = not tested or not shown.

Every second line gives: Apaf1 inhib | HKDC1 inhibitor | SENP8 block-1 | SENP8 block-2 | PfGluPho inh | SENP6 inh | SENP1 FRET inh | NLRP3 yeast inh | SENP7 block
O=C(c1ccc([N+](=O)[O-])o1)N1CCN(Cc2ccccc2)CC1
    0.1 | 4.1 | 1.4 | 42.4* | -3.8 | -4.2 | -0.3 | 17.5 | 23.6
CCOC(=O)c1ccc(-c2cccc(C(F)(F)F)c2)nc1C
    7.6 | 28.9 | -17.1 | 10.1 | 17.9 | 0.4 | -0.7 | -1.1 | -1.2
CCOc1c(Br)cc(/C=N\NC(=O)c2ccccc2)cc1OC
    12.1 | -10.1 | -1.5 | -4.3 | 12.2 | -4.9 | -0.6 | 28.8 | 6.1
Cc1ccc(NCc2n[nH]c(=S)n2Cc2ccccc2)cc1Cl
    x | 2.2 | x | 10.2 | -2.6 | x | -0.8 | x | x
CN(/N=C/c1ccccc1)C(=S)c1ccccc1
    5.1 | 3.1 | -6.0 | 23.0 | 6.7 | -37.7 | 1.0 | -4.6 | -7.5
Cc1ccc(SCC(=O)Nc2ccc(-c3nnc(-c4ccco4)o3)cc2)cc1
    4.3 | 7.4 | -11.0 | -442.8 | 6.5 | -10.5 | 1.3 | 13.3 | 0.9
Cc1ccc(Oc2ncnc(N)c2[N+](=O)[O-])cc1C
    0.0 | -8.2 | -2.1 | 6.4 | 0.6 | -32.3 | -1.4 | 29.3 | 6.0
O=C(COC(=O)c1c2c(nc3ccccc13)CCCCC2)NCc1ccc2c(c1)OCO2
    -1.7 | 0.3 | -7.9 | 7.0 | 4.3 | -6.0 | 1.1 | 9.4 | -3.4
COC(=O)CCC(C)C1CCC2C3CCC4CC(O)CCC4(C)C3CC(O)C12C (stereo not given)
    x | -2.5 | x | 15.7 | -1.5 | x | -0.7 | x | x
COc1cc(NC(=O)c2noc(C)c2[N+](=O)[O-])c(OC)cc1Cl
    -6.5 | 3.6 | 7.5 | 6.3 | 3.0 | 9.4 | -1.6 | 27.1 | -5.1
C=CCOc1ccc(CNn2cn[nH]c2=S)cc1OCC
    -4.1 | 0.9 | 11.2 | 17.8 | 24.6 | -3.9 | 1.4 | 4.4 | -3.0
O=C(C1=C[C@H](c2csc3ccccc23)C[C@H](OCCCCO)O1)N1CCOCC1
    4.5 | 1.0 | -7.9 | 5.1 | 5.1 | -3.6 | -1.2 | 8.8 | -16.3
O=C(O)C[C@H]1c2ccccc2S(=O)(=O)N1C1CCCC1
    -4.0 | -5.4 | 3.1 | 6.9 | -8.0 | -15.6 | 3.4 | 2.7 | -1.6
CCc1ccc(Cn2nnc(C(=O)Nc3ccc(OC)cc3OC)c2N)cc1
    -9.4 | -2.5 | 6.3 | -72.9 | 12.7 | 1.0 | 0.8 | 4.5 | -3.9
O=C(NCCCn1ccnc1)c1c(F)cccc1F
    8.8 | -7.3 | -1.9 | -9.2 | 6.4 | -16.3 | -0.2 | 8.9 | -6.6
COc1cc(NS(=O)(=O)c2ccc(NS(=O)(=O)c3ccc(C)cc3)cc2)nc(OC)n1
    1.3 | -0.1 | -4.4 | -0.9 | 8.1 | 12.4 | -3.9 | 7.6 | 8.7
Cc1ccn2cc(-c3cccc(S(=O)(=O)N4CC(C)OC(C)C4)c3)nc2c1 (stereo not given)
    26.1 | 4.2 | 6.7 | i | -3.5 | 4.3 | 1.1 | -17.3 | -1.0
Cn1c(=O)c2[nH]c(C(O)c3ccc(Cl)cc3)nc2n(C)c1=O (stereo not given)
    x | 2.0 | x | 9.4 | 5.3 | x | 0.7 | x | x
COc1ccc(S(=O)(=O)N2CCOCC2)cc1NC(=O)CCNC(=O)c1ccc([N+](=O)[O-])cc1
    -13.4 | -6.3 | 1.3 | 4.8 | 1.6 | 9.4 | -0.2 | 15.4 | 5.7
CN(CC(=O)N1CCN(c2ccccc2)CC1)S(=O)(=O)c1cnc[nH]1
    0.5 | -3.4 | -5.0 | 7.7 | 0.1 | -6.6 | -0.7 | 4.3 | -3.0
CCN(CC)C(=O)CSc1nc2ccsc2c(=O)n1CCCC(=O)NCCc1ccc(S(N)(=O)=O)cc1
    -3.0 | -9.1 | -8.0 | 1.2 | 4.4 | -0.3 | 0.4 | 19.3 | -2.3
CC(=O)c1cccc(NC(=O)C(C)N(C)CC(=O)Nc2ccc(Cl)cc2)c1 (stereo not given)
    -10.2 | 7.5 | 4.2 | 28.9 | -0.1 | -0.4 | 2.2 | 18.3 | 2.7
Clc1ccc(OCc2cc(-c3ccccc3)no2)c(Cl)c1
    -6.1 | -4.0 | 81.5* | 5.2 | -1.4 | 83.8* | 1.2 | 27.7 | 3.0
CC(=O)c1c(O)c(C)c(O)c2c1OC1=CC(=O)C(C(C)=O)C(=O)[C@@]12C (stereo not given in full)
    7.8 | 8.1 | 1.3 | 28.6 | -26.8 | -4.2 | 20.4 | -7.8 | -6.2
CCOC(=O)N1CCC(NC(=O)C2CCN(S(=O)(=O)c3cccc4cccnc34)CC2)CC1
    -4.0 | -2.2 | -5.8 | x | 6.8 | 2.6 | x | 17.9 | -10.7
CS(=O)(=O)N(CC(=O)N1CCc2ccccc2C1)c1ccccc1Br
    -1.9 | -3.7 | 8.8 | 11.0 | 14.3 | -3.7 | -0.8 | 22.5 | -1.9
COC(=O)c1cc2oc(C)cc2n1CC(=O)Nc1cc(C)cc(C)c1
    -1.9 | -3.9 | -8.5 | 10.6 | -1.7 | 3.2 | -1.8 | 11.0 | 5.0
C[C@]12c3[nH]c4ccc(Cl)cc4c3CCN1C(=O)[C@@H](CC(=O)NCCC1=CCCCC1)C[C@@H]2C(=O)N1CCOCC1
    18.7 | 1.7 | x | -1.8 | 10.2 | x | -1.1 | x | 1.4
O=C(Nc1ccc(N2CCN(C(=O)c3cccs3)CC2)cc1)c1ccc(F)cc1
    17.4 | -0.8 | -8.4 | 1.3 | -3.8 | -36.5 | 5.8 | 3.6 | -2.0
O=C(CN1CCCC1)Nc1ccc([N+](=O)[O-])cc1
    0.3 | -7.2 | -1.2 | 14.0 | 5.5 | -3.4 | 1.5 | 12.6 | 7.0
C/C=C(/C)C(=O)Nc1cccc(C2=NOC3(C2)C[C@@H](C(N)=O)N(C(=O)c2ccc(OC)cc2)C3)c1 (stereo not given in full)
    -7.6 | 1.2 | -9.7 | 9.8 | 13.9 | -9.8 | -2.4 | 4.4 | 10.3
O=C(Nc1nnc(CC(=O)N2CCOCC2)s1)c1cccs1
    8.8 | 5.2 | 6.4 | 1.5 | -13.0 | 11.7 | 2.4 | 8.2 | 4.4
O=C(NCc1ccccc1F)C(c1ccccc1)c1ccccc1
    2.6 | -3.9 | -0.1 | 10.3 | -2.8 | 5.1 | -0.3 | -2.7 | -5.4
COc1c(C=O)c2c(c(OC)c1OC)-c1ccc(OC)c(=O)cc1C(NC(C)=O)CC2 (stereo not given)
    x | 1.5 | x | 12.3 | 11.8 | x | 0.6 | x | x
COc1cc(-c2nc3ccccn3c2/N=C/c2cccc(OC)c2O)ccc1O
    -3.6 | 10.6 | 0.4 | -436.7 | 6.7 | -23.4 | -21.1 | 21.3 | -0.6
COc1ccc(S(=O)(=O)N(CC(=O)N2CCOCC2)c2cc(Cl)ccc2OC)cc1OC
    -17.9 | -7.5 | -4.6 | 4.0 | -10.9 | -9.3 | 1.5 | 0.8 | 4.6
CCOc1cc(CNc2ccc(O)cc2)cc(Br)c1OCc1ccccc1F
    16.7 | 4.7 | 4.3 | 40.7* | 36.0 | -10.6 | 9.6 | 28.8 | 15.9
CN(CC(=O)Nc1cccc(F)c1)C(=O)C1=COCCO1
    -5.1 | -5.5 | 15.1 | 8.0 | 8.8 | 0.6 | 0.9 | 9.7 | -2.5
O=[N+]([O-])c1ccc(N/N=C2/CCCCC2c2ccccn2)c([N+](=O)[O-])c1 (stereo not given)
    1.9 | 1.0 | 8.5 | 19.3 | 6.7 | -14.2 | -0.5 | 3.2 | -1.8
CC1CCCC(NC(=O)CN2CCN(Cc3ccc(Cl)cc3)C2=O)C1C (stereo not given)
    9.0 | -1.2 | -4.3 | 11.3 | 2.9 | 6.5 | 0.1 | 12.9 | 2.5

Whole records, quoted from the list. Order of screens: Apaf1 inhib, HKDC1 inhibitor, SENP8 block-1, SENP8 block-2, PfGluPho inh, SENP6 inh, SENP1 FRET inh, NLRP3 yeast inh, SENP7 block
Profile of C/C=C(/C)C(=O)Nc1cccc(C2=NOC3(C2)C[C@@H](C(N)=O)N(C(=O)c2ccc(OC)cc2)C3)c1 (stereo not given in full) = -7.6, 1.2, -9.7, 9.8, 13.9, -9.8, -2.4, 4.4, 10.3
Profile of CC1CCCC(NC(=O)CN2CCN(Cc3ccc(Cl)cc3)C2=O)C1C (stereo not given) = 9.0, -1.2, -4.3, 11.3, 2.9, 6.5, 0.1, 12.9, 2.5

New compounds follow.
Every second line gives: Apaf1 inhib | HKDC1 inhibitor | SENP8 block-1 | SENP8 block-2 | PfGluPho inh | SENP6 inh | SENP1 FRET inh | NLRP3 yeast inh | SENP7 block
Cc1cccc(N(CC(=O)NC2CCCC2)C(=O)CCC(=O)Nc2ccccn2)c1
    9.5 | -4.1 | -0.8 | 5.2 | -0.4 | -19.3 | 1.8 | 12.2 | 11.1
Cc1ccccc1OCc1nnc(SCC(=O)Nc2ccc(N3CCOCC3)c(Cl)c2)n1C
    9.5 | 9.2 | -3.6 | 5.1 | -3.9 | 42.6 | 1.8 | -2.9 | 7.4
Cn1cc(S(=O)(=O)NCC2CCCO2)c(=O)n(C)c1=O (stereo not given)
    -4.1 | -3.0 | -8.7 | 17.5 | 14.7 | -11.7 | 0.4 | -4.4 | -1.4
C=C[C@@H]1c2ccccc2N(S(=O)(=O)c2ccc(C)cc2)[C@H](c2ccccc2C(F)(F)F)C1(C#N)C#N
    -1.8 | 2.9 | 8.5 | -0.2 | 15.1 | -9.6 | 1.0 | -77.1 | -1.6
Cc1ccccc1Sc1c(C#N)c(-c2ccccc2)nn1C
    6.6 | 4.4 | 2.8 | 6.7 | 6.2 | -12.4 | 3.5 | 24.2 | 1.5
Nc1c(C(=O)O)sc2nc(-c3ccccc3)c3c(c12)CCCC3
    9.0 | -6.6 | 2.4 | -133.7 | 6.2 | 4.2 | -49.9 | 14.8 | 1.4
Cc1cccc(C)c1OCC(O)CN1CCN(c2ccccn2)CC1 (stereo not given)
    -4.0 | -2.1 | 3.7 | -11.5 | -0.1 | -12.9 | 2.8 | 19.8 | 5.9
